# Dynein transport: blocks dynein driven cargo transport along microtubules. 220,000 tested, 0.47% active. z-score, hits read low. 3617.4 mouse cells, GR-EGFP nuclear translocation imaging; test concentration mostly 20 µM; stimulated with dexamethasone, 1 µM; active compounds read low;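 active = plate z-score of nuclear minus cytoplasmic receptor signal below a set negative limit, without overly bright fluorescence or cell loss, cut at about -3.5 in these data, passing the limit was not always enough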;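 note: z-score of nuclear minus cytoplasmic ring GR-EGFP intensity difference per well; some compounds called inactive have numbers as strong as hits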
#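 Medium: Induction medium lacking tetracycline, stripped serum | Probe or stimulus: 1.0 µM final dexamethasone stimulus | Schedule: 48 h induction, then 1 h compound, then 30 min agonist, 37 °C | Signal: Automated 10x imaging of fixed Hoechst-stained cells | Evaluation: Per-cell GR-EGFP intensity, nucleus versus surrounding cytoplasmic ring, well-averaged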
# NOD1 inhibition: inhibition of NOD1-driven NF-kB reporter – cell-based, luminescence, uHTS, primary screen (AID 1578). inhibition, % at 4 µM; hits with a dose series show EC50 in µM. 290,000 tested, 1% active. NOD1-driven NF-kB luciferase reporter cells, luminescence; higher % means a stronger effect; in the data active = inhibition mostly above about 36%, no sharp cut-off; inactive = mostly below about 34%;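 note: HEK-293T reporter cells stimulated with the NOD1 agonist gamma-tri-DAP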
# P. falciparum M1AAP: malaria alanyl aminopeptidase activity blockers – biochemical, fluorogenic H-Leu-NHMec substrate, 1536-well (AID 1445) | 220,000 tested, 0.42% active | inhibition, % at 30 µM; hits with a dose series show IC50 in µM | recombinant M1AAP, H-Leu-NHMec fluorogenic kinetic assay; higher % means a stronger effect;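 active = primary inhibition above the hit cutoff, then over 50% inhibition at one or more dose response concentrations, cut at about 23% in these data, passing the limit was not always enough; inconclusive = conflicting primary data, or primary hits not chosen for dose response; inactive = low primary inhibition, or under 50% at every dose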;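 note: plate controls were DMSO full reaction for no effect and no enzyme background for full effect; strong numbers were not always called active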
# AID2073: inhibitors of Mint1-CaV2.2 protein interaction, biochemical, HTRF (AID 2073) | HTRF protein-protein interaction, Mint1-CaV2.2; higher % means a stronger effect | one-dose inhibition, % at 20 µM; IC50 in µM for titrated hits | 290,000 tested, 0.19% active; in the data active = inhibition mostly above about 51%, no sharp cut-off; inconclusive = no clear call, values can overlap the other calls; inactive = mostly below about 53%; note: some results filed as inactive read as strong as hits
# GPR55 activation: selective activators of receptor GPR55 – imaging, U2OS cells, beta-arrestin-GFP redistribution, primary screen (AID 1961). 290,000 tested, 0.048% active. one-dose activation, % at 10 µM; EC50 in µM for titrated hits. U2OS GPR55 beta-arrestin-GFP redistribution imaging; higher % means a stronger effect;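 active = activation above 40% with more than 50 cells counted in the well; inconclusive = wells holding fewer than 50 cells, flagged as toxic or sparse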;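 note: U2OS osteosarcoma cells stably expressing GPR55 and beta-arrestin-GFP; plate controls were DMSO negative control for no effect and LPI positive control for full effect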
# P. falciparum M17LAP: P. falciparum M17LAP inhibitors, primary screen, biochemical, fluorogenic H-Leu-NHMec substrate, 1536-well (AID 1619); recombinant M17LAP, H-Leu-NHMec fluorogenic kinetic assay; higher % means a stronger effect; inhibition, % at 30 µM; hits with a dose series show IC50 in µM; 220,000 tested, 0.38% active;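 active = compound inhibiting the enzyme by more than half at any dose during confirmatory dose-response retesting; inconclusive = strong single-dose inhibitors picked by rank but not retested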;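 note: plate controls were full reaction with DMSO carrier for no effect and no enzyme background for full effect; strong numbers were not always called active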
# KOR beta-arrestin-1: kappa opioid receptor blockers – cell-based, luminescence, uHTS (AID 1778) | KOR beta-arrestin recruitment, luminescence, antagonist mode; higher % means a stronger effect | inhibition, % at 10 µM, or IC50 in µM where a hit was titrated | 290,000 tested, 0.091% active; note: strong numbers were not always called active
# KOR beta-arrestin-2: KOR agonists, beta-arrestin recruitment, primary screen, cell-based, luminescence, uHTS (AID 1777) | KOR beta-arrestin recruitment, luminescence; higher % means a stronger effect | activation, % at 10 µM, or EC50 in µM where a hit was titrated | 280,000 tested, 0.02% active; in the data active = activation above about 50%, passing the limit was not always enough; note: a part of the inactive calls stands beside numbers as strong as those of hits
# NOD2 inhibition: inhibition of NOD2-driven NF-kB reporter – cell-based, luminescence, uHTS, HEK293 (AID 1566) | 290,000 tested, 0.63% active | one-dose inhibition, % at 4 µM; EC50 in µM for titrated hits | HEK293 NOD2/NF-kB luciferase reporter, luminescence; higher % means a stronger effect; note: many of its hits are not listed in these tables
# Dynein transport cytoplasmic EGFP: recorded beside Dynein transport, whose call it bears; z-score; measured here: cytoplasmic GR-EGFP intensity; active compounds read high
# Dynein transport nuclear GR-EGFP: further read-out of Dynein transport, marked with its call; z-score; measured here: nuclear GR-EGFP intensity;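 lower value marks the stronger effect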
# Dynein transport cell count: second read-out of Dynein transport, no call of its own (marks repeat the call); z-score; measured here: cell count per field
# The depositor's hits bear a star; ? = inconclusive; . = no result given; & = joins results of further samples; [ ] = dose if it differs, or a comment. Cut-off read from the data, not from the text of the source, unless noted: active = inhibition above about 50%; inactive = the rest.
SMILES,Dynein transport,Dynein transport cytoplasmic EGFP,Dynein transport nuclear GR-EGFP,Dynein transport cell count,NOD1 inhibition,P. falciparum M1AAP,AID2073,GPR55 activation,P. falciparum M17LAP,KOR beta-arrestin-1,KOR beta-arrestin-2,NOD2 inhibition
Cc1ccc(C(=O)Nc2cc(C(F)(F)F)ccc2N2CCCCC2)cc1[N+](=O)[O-],0.026,-0.028,-0.11,-1.8,3%,7%,6%,-0.4%,-11%,7%,-3.0%,-2%
O=c1c(O)c(-c2ccc(O)c(O)c2)oc2cc(O)cc(O)c12,.,.,.,.,11%,.,-17%,-0.1%,.,-15%[20 µM],0.4%,-16%
CCCCOc1ccc(S(=O)(=O)NCc2csc(C)n2)cc1,-0.27,-0.19,0.19,0.74,18%,-6%,-6%,-0.1%,2%,10%,-4.6%,19%
Cc1cc(C(=O)NC(CC(C)C)C(=O)O)cc(C)c1[N+](=O)[O-] (stereo not drawn),0.29,0.055,-0.056,-0.0054,-3%,3%,-16%,-0.1%,-15%,-8%,3.1%,15%
COc1cc([N+](=O)[O-])ccc1NC(=O)C[n+]1ccccc1,2.2,-0.13,0.86,-1.7,-25%,1%,-5%,?,17%,3%,-2.4%,-12%
CCn1nc(NC(=O)c2ccco2)c2cc3cc(C)ccc3nc21,-0.24,-0.29,-0.19,0.44,-1%,8%,9%,-0.1%,-2%,10%,3.3%,6%
CCC1=NN2C(=N)/C(=C\c3cccn3-c3c(C)cccc3C)C(=O)N=C2S1,-0.24,-0.27,-0.37,-0.049,-26%,13%,7%,-0.5%,4%,16%,-1.3%,14%
CC(=O)OCC1(C)CN(c2ccccc2)NC1=O (stereo not drawn),0.028,-0.35,0.27,0.66,11%,1%,-12%,0.5%,-6%,-18%,-5.6%,-64%
O=C(Nc1ccccc1F)c1ccc2nc(N3C(=O)CCC3=O)sc2c1,-0.24,-0.19,-0.2,0.038,-6%,4%,10%,0.2%,21%,-8%,3.0%,-8%
COc1ccc(N(C(=O)Nc2ccc(Cl)cc2)C2=NCCC2)cc1,-0.61,-0.19,-0.12,0.08,-28%,10%,2%,-0.2%,-3%,12%,-2.6%,-24%
Cc1cc(C)nc(SCC(CSc2nc(C)cc(C)n2)C(=O)O)n1,0.18,-0.0039,0.33,-0.035,-25%,-2%,-4%,-0.1%,-3%,7%[20 µM],.,5%
CCOC(=O)C(=O)N/N=C/c1cccc(Br)c1,0.16,-0.24,0.16,0.69,0%,2%,36%,-0.1%,4%,16%,-1.3%,15%
O=C(OCC(=O)N1CCN(C(=O)c2ccco2)CC1)c1ccccc1O,-1,-0.39,-0.26,1,-2%,-1%,-2%,0.0%,-2%,-33%,-4.0%,2%
CC(C)C(NC(=O)C1CCC(C(C)(C)C)CC1)C(=O)NCc1cccnc1 (stereo not drawn),-0.78,-0.35,-0.24,0.61,19%,2%,-4%,0.3%,8%,3%,-3.9%,0%
CC(C)(C)c1ccc(C(=O)c2c[nH]c(C(=O)O)c2)cc1,-0.17,-0.28,0.2,0.54,-78%,1%,21%,0.5%,-2%,-4%,5.3%,-31%
CCOc1ccc2nc(Nc3nc(CSc4nnnn4-c4ccccc4)cc(=O)[nH]3)nc(C)c2c1,-0.28,-0.2,-0.22,0.56,0%,6%,23%,0.0%,-8%,-34%,1.5%,20%
CC(=O)c1cccc(NC(=O)N2CCCC2C(=O)NCc2ccccc2)c1 (stereo not drawn),1.3,-0.17,1.6,-1,10%,5%,2%,-0.1%,-1%,-38%,-0.8%,-18%
COc1ccc(C(=O)Nc2ccc3c(c2)OCCO3)cc1,-0.37,-0.25,0.063,0.72,-42%,8%,4%,-0.1%,8%,23%,-2.1%,-111%
Cc1cc(/C=C(/C#N)c2nc3ccccc3[nH]2)c(C)n1-c1ccccc1C(=O)O,-0.55,-0.2,-0.078,0.59,-25%,16%,-10%,-1.2%,23%,7%,-0.6%,10%
CCN(Cc1cc2ccc(C)cc2[nH]c1=O)C(=O)c1ccncc1,-0.39,-0.21,0.25,0.12,49%,2%,8%,-0.2%,-6%,-13%,-0.8%,24%
COCCCn1cc(C(=O)c2cc(OC)ccc2OCC(=O)Nc2cc(C)on2)cc(C#N)c1=O,0.098,-0.093,0.48,-0.23,-19%,1%,-1%,-0.1%,14%,18%,-4.9%,-13%
COC(=O)CSc1nc2cc3c(cc2cc1C)OCCO3,-0.37,-0.19,0.19,-0.26,14%,3%,-10%,0.3%,-4%,27%,7.5%,7%
O/N=C/c1ccccc1Oc1ccc(Cl)cc1,-0.14,0.057,0.092,-0.31,73%*,5%,-12%,0.2%,-5%,-13%,0.0%,31%
CCN1CCCC1CNC(=O)c1ccc2c(c1)NC(=O)/C(=C\c1ccc(OC)c(OC)c1)S2 (stereo not drawn),.,.,.,.,18%,.,20%,-0.2%,.,-12%,1.4%,-161%
CC1=C(C(=O)OC2CCCCC2)C(c2ccc(N(C)C)cc2)NC(=O)N1 (stereo not drawn),.,.,.,.,3%,.,1%,-0.1%,.,-15%,1.3%,4%
SMILES,Dynein transport,Dynein transport cytoplasmic EGFP,Dynein transport nuclear GR-EGFP,Dynein transport cell count,NOD1 inhibition,P. falciparum M1AAP,AID2073,GPR55 activation,P. falciparum M17LAP,KOR beta-arrestin-1,KOR beta-arrestin-2,NOD2 inhibition
CC(C)(CSc1ccccn1)NS(=O)(=O)c1ccc(Cl)cc1,-0.18,-0.31,-0.29,0.28,-8%,6%,-3%,-0.6%,-3%,3%,1.0%,9%
Cc1ccc(CNC(=O)C2CC=CCC2C(=O)O)cc1 (stereo not drawn),.,.,.,.,18%,.,14%,-0.1%,.,-23%,-0.9%,0%
Cc1nc(N)c(Br)c(C)c1Br,0.26,-0.22,0.54,-0.88,-11%,7%,-13%,0.6%,-3%,-41%,-6.3%,2%
Fc1ccc(-n2c(CN3CCCCC3)n[nH]c2=S)cc1,0.34,-0.12,0.25,-0.14,-29%,6%,-5%,-0.3%,-3%,5%,-1.5%,6%
COc1cccc(/C=C2\SC(=S)N(CCCC(=O)NC3=NCCS3)C2=O)c1,.,.,.,.,6%,.,4%,-0.2%,.,2%,3.9%,26%
CCOc1ccccc1N(C(=O)CNC(=O)c1ccco1)C(C(=O)NC1CCCC1)c1cccnc1 (stereo not drawn),-0.51,-0.21,-0.015,0.3,-19%,3%,-1%,-0.2%,-8%,-16%,1.9%,-3%
CCN1C(=O)/C(=C2\SC(=S)N(CC3CCCO3)C2=O)c2ccccc21 (stereo not drawn),0.43,-0.2,0.44,-0.044,13%,3%,-9%,-0.1%,-5%,-17%,3.1%,6%
O=C(Nc1ccc(S(=O)(=O)Nc2ccccc2)cc1)C1COc2ccccc2O1 (stereo not drawn),0.32,-0.2,0.036,0.035,16%,-11%,8%,-0.3%,2%,7%,-3.4%,15%
Fc1ccccc1N1CCN(C2CCCN(Cc3cccc(C(F)(F)F)c3)C2)CC1 (stereo not drawn),.,.,.,.,-16%,.,6%,0.8%,.,-27%[20 µM],-2.3%,-11%
CCOC(=O)CN(C)Cc1c[nH]c2ccccc12,-0.18,-0.06,0.5,0.15,-11%,-5%,-23%,0.3%,2%,24%,1.2%,2%
O=C(NCc1ccccc1)c1nc[nH]c1C(=O)NCc1ccccc1,0.15,-0.045,0.29,-0.55,-20%,-16%,0%,0.0%,-23%,14%[20 µM],.,19%
Cc1c(NC(=O)CSc2ccc(Cl)cc2)cccc1-c1nc2ncccc2o1,-0.0078,0.42,0.59,0.53,.,-2%,6%,0.2%,4%,3%,0.3%,13%
COc1ccccc1-c1cc(C(=O)N/N=C/c2sccc2C)c2ccccc2n1,0.6,-0.18,0.66,-0.19,-11%,11%,5%,0.1%,13%,-25%,2.1%,-46%
CCCCC(=O)OCC(=O)c1[nH]c(C)c(C(=O)OCC)c1C,0.28,-0.27,0.51,-0.12,1%,-1%,2%,0.7%,-18%,-27%,-1.5%,-12%
Cc1nc2c(o1)CCc1ccccc1C2N1CCN(C)CC1 (stereo not drawn),1&0.072,-0.35&-0.26,0.56&0.63,-0.35&-0.76,-1%&-13%,-1%&6%,-12%&7%,-0.3%&0.7%,-1%&-1%,7%&-21%,-5.4%&2.5%,16%&-20%
Cc1cc2cc(C#N)c(N3CCN(S(C)(=O)=O)CC3)nc2cc1C,-0.69,-0.037,-0.6,1,-25%,4%,12%,0.8%,-6%,-30%,-4.1%,-1%
CCOC(=O)c1c(C)[nH]c(=S)c(C#N)c1-c1ccccc1,-0.72,-0.29,-0.62,0.94,-5%,3%,10%,1.2%,2%,4%,5.5%,7%
Cc1c(Nc2nc(C(F)(F)F)nc3ccccc23)c(=O)n(-c2ccccc2)n1C,0.84,-0.31,0.25,0.3,-13%,-2%,-6%,-0.1%,9%,-11%[20 µM],-4.2%,22%
CSc1nc(N(C)C)c2ccccc2n1,-0.77,-0.26,-0.3,0.37,23%,-2%,2%,-0.1%,-5%,-20%[20 µM],-3.4%,13%

# In the list so far, these have a Cl atom.
SMILES,Dynein transport,Dynein transport cytoplasmic EGFP,Dynein transport nuclear GR-EGFP,Dynein transport cell count,NOD1 inhibition,P. falciparum M1AAP,AID2073,GPR55 activation,P. falciparum M17LAP,KOR beta-arrestin-1,KOR beta-arrestin-2,NOD2 inhibition
COc1ccc(N(C(=O)Nc2ccc(Cl)cc2)C2=NCCC2)cc1,-0.61,-0.19,-0.12,0.08,-28%,10%,2%,-0.2%,-3%,12%,-2.6%,-24%
O/N=C/c1ccccc1Oc1ccc(Cl)cc1,-0.14,0.057,0.092,-0.31,73%*,5%,-12%,0.2%,-5%,-13%,0.0%,31%
CC(C)(CSc1ccccn1)NS(=O)(=O)c1ccc(Cl)cc1,-0.18,-0.31,-0.29,0.28,-8%,6%,-3%,-0.6%,-3%,3%,1.0%,9%
Cc1c(NC(=O)CSc2ccc(Cl)cc2)cccc1-c1nc2ncccc2o1,-0.0078,0.42,0.59,0.53,.,-2%,6%,0.2%,4%,3%,0.3%,13%

# Compound activity (PubChem BioAssay)

# This is a subset, so the mix of outcomes need not match the whole.
